Screening results (PubChem BioAssay)
bCat nuc transl: modulators of beta-catenin nuclear translocation, primary screen, imaging, HeLa cells, immunofluorescence, high-content | nuclear translocation activity, % at 5 µM | actives 0.3% (n = 190,000) | AID 1665, 2009;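 active = nuclear translocation activity above 50% at 5 µM, with a well cell count of 50 or more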;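 also: per-cell ratio of nuclear to cytoplasmic median beta-catenin stain intensity; plate controls were DMSO negative control for no effect and GSK-3 inhibitor IX positive control for full effect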
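Test system: human HeLa cell line; Doses: 5 µM primary, 0.02–20 µM confirmation; Incubation: 24 h compound exposure, 37°C; Detection: beta-catenin immunofluorescence imaging with DAPI; Read-out: beta-catenin nuclear/cytoplasmic ratio, % activation.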
Dynein cargo inh: inhibitors of GR-EGFP nuclear translocation, primary screen, dynein cargo transport inhibitor project, imaging, high-content, 3617.4 mouse cells | test concentration mostly 20 µM; stimulated with dexamethasone, 1 µM; stronger effect = lower value | z-score, hits read low | actives 0.47% (n = 220,000);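 active = plate z-score of nuclear minus cytoplasmic receptor signal below a set negative limit, without overly bright fluorescence or cell loss, cut at about -3.5 in these data, passing the limit was not always enough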;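 also: z-score of nuclear minus cytoplasmic ring GR-EGFP intensity difference per well; some compounds called inactive have numbers as strong as hits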
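Buffer or medium: tet-free, stripped-serum medium; Also added: dexamethasone, 1.0 µM final; Technique: high-content fluorescence imaging after fixation; Times: 48 h induction, 1 h compound, 30 min dex at 37 °C; Read-out: per-cell GR-EGFP intensity, nucleus versus surrounding cytoplasmic ring, well-averaged.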
Ins promoter up: insulin promoter activators in MIN6 cells, imaging, high-content screening, mouse beta cells. AID 1625, 2009. z-score at 5 µM. MIN6 insulin promoter-GFP reporter; stronger effect = higher value. actives 0.3% (n = 190,000);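 active = z-score above 3 at 5 µM with at least 500 cells counted in the well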
MT stabilize HCS: microtubule stabilizers in HeLa cells, primary screen, imaging, high-content imaging; HeLa tubulin immunostaining HCS, 24 h; share of cells brighter than vehicle mean+2SD; % tubulin-high responders, % at 10 µM; actives 0.83% (n = 200,000); AID 2205, 2009;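 active = plate Z-score above 3 for both tubulin-high and condensed-nucleus cell shares, with cell loss under 80%, at 10 µM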;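 also: anti alpha tubulin signal scored within the nucleus-defined area of each cell; some results filed as inactive read as strong as hits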
UTI89 phage lysis: inhibition of K1F phage lysis, E. coli UTI89, bacterial capsule biogenesis inhibitors, alamar blue (AID 488966). actives 0.02% (n = 340,000). E. coli UTI89 K1F phage lysis, alamar blue, 2 h; higher % means a stronger effect. one-dose inhibition, % at 100 µM; IC50 in µM for titrated hits;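 active = phage lysis inhibition, versus mean bacterial control, above a set limit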;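 also: capsule biogenesis inhibitors block K1F phage lysis so surviving cells raise fluorescence; higher fluorescence means more inhibition of phage lysis; actives were called in the ten point dose series up to 300 µM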
P. falciparum M17LAP: P. falciparum M17LAP inhibitors, primary screen, biochemical, fluorogenic H-Leu-NHMec substrate, 1536-well (AID 1619); one-dose inhibition, % at 30 µM; IC50 in µM for titrated hits; recombinant M17LAP, H-Leu-NHMec fluorogenic kinetic assay; higher % means a stronger effect; Leucine aminopeptidase (Plasmodium falciparum (isolate 3D7)); actives 0.38% (n = 220,000);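 active = compound inhibiting the enzyme by more than half at any dose during confirmatory dose-response retesting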;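 also: plate controls were full reaction with DMSO carrier for no effect and no enzyme background for full effect; strong numbers were not always called active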
CSM14.1 death rescue: rescue of cells from ER stress-induced death, primary screen, 384-well, CSM14.1, thapsigargin, ATP luminescence (AID 1222); CSM14.1 thapsigargin-induced death rescue, ATP luminescence; higher % means a stronger effect; cellular ATP content (survival), % at 20 µM, or EC50 in µM where a hit was titrated; 190,000 tested, under 10 active;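 active = EC50 below 50 µM in the dose-response confirmation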;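 also: death triggered by thapsigargin at about 15 µM added after 2 h compound pretreatment; cell ATP read after overnight thapsigargin exposure of roughly 18 to 22 hours; normalized against plate controls of thapsigargin alone and 5% DMSO vehicle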
M1AAP inhibition: P. falciparum M1AAP inhibitors, biochemical, fluorogenic H-Leu-NHMec substrate, 1536-well (AID 1445). recombinant M1AAP, H-Leu-NHMec fluorogenic kinetic assay; higher % means a stronger effect. inhibition, % at 30 µM; hits with a dose series show IC50 in µM. actives 0.42% (n = 220,000);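 active = primary inhibition above the hit cutoff, then over 50% inhibition at one or more dose response concentrations, cut at about 23% in these data, passing the limit was not always enough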;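 also: plate controls were DMSO full reaction for no effect and no enzyme background for full effect; strong numbers were not always called active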
Autophagy mod: autophagy modulators in MEF cells, primary screen, imaging, high-content, MEF GFP-LC3; MEF GFP-LC3 puncta imaging; test concentration mostly 10 µM; calls only at 10 µM (by protocol); actives 0.98% (n = 190,000); AID 463193, 2010;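 active = percentage of spot-positive cells more than 3 SD above its plate mean, without a fluorescence outlier flag or 80% toxicity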;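 also: spot-positive cell cutoff set from DMSO-treated cells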
Dynein cargo inh cytoplasmic EGFP: also measured in Dynein cargo inh; calls as there; z-score; measured here: cytoplasmic GR-EGFP intensity; stronger effect = higher value
Dynein cargo inh nuclear GR-EGFP: also measured in Dynein cargo inh; calls as there; z-score; measured here: nuclear GR-EGFP intensity;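 lower value marks the stronger effect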
Dynein cargo inh cell count: further read-out of Dynein cargo inh, marked with its call; z-score; measured here: cell count per field
Ins promoter up cell count: further read-out of Ins promoter up, marked with its call; cell count; measured here: cytotoxicity, nuclei count;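 total cells summed across four imaged fields per well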
bCat nuc transl cell count 5 µM: recorded beside bCat nuc transl, whose call it bears; cell count; measured here: cell count, cytotoxicity flag
MT stabilize HCS Hoechst-high %: further read-out of MT stabilize HCS, marked with its call; % Hoechst-high responders; measured here: nuclear condensation Hoechst responders;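 share of cells brighter than vehicle mean plus two SD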
MT stabilize HCS cytotoxicity %: also measured in MT stabilize HCS; calls as there; toxicity, %; measured here: cytotoxicity by cell density;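 0% = mean cell density of plate MIN control wells and 100% = no cells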
Autophagy mod cell loss 18 h: second read-out of Autophagy mod, no call of its own (marks repeat the call); toxicity, %; measured here: cell loss, nuclei count;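 cell loss after 18 h compound exposure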
Active calls of the source: *; i = inactive; / = not tested or not shown; [ ] = remark or other dose. The order is random. About 2.9% of those tested had a hit in this group.

compound	Dynein cargo inh nuclear GR-EGFP	MT stabilize HCS Hoechst-high %	P. falciparum M17LAP	Dynein cargo inh cell count	MT stabilize HCS cytotoxicity %	Dynein cargo inh	CSM14.1 death rescue	Autophagy mod cell loss 18 h	MT stabilize HCS	Ins promoter up cell count	UTI89 phage lysis	M1AAP inhibition	Autophagy mod	bCat nuc transl cell count 5 µM	Dynein cargo inh cytoplasmic EGFP	Ins promoter up	bCat nuc transl
Cc1cc(NC(=O)C2CCCN(S(=O)(=O)c3cnc[nH]3)C2)ccc1Br (stereo unspecified)	0.5	3.2	-4%	0.27	5.5	0.68	0.1%	10	3.3	896	-0.2%	4%	i	/	-0.23	-0.12	/
COc1ccc([N+](=O)[O-])cc1NC(=O)c1cncc(Br)c1	0.23	2.8	6%	-0.24	7.0	-0.14	-0.5%	1	4.0	1523	0.0%	5%	i	1510	-0.34	-0.48	0.8
N#Cc1cc2c(nc1SCC(=O)O)CCCCC2	-0.39	/	-2%	0.13	/	-0.28	/	/	/	1434	0.1%	2%	/	1346	-0.2	0.8	-1.5
COC(=O)c1ccc(/C=N/N2C(C)CCCC2C)cc1 (stereo unspecified)	0.56	1.4	-4%	-0.46	1.3	0.86	0.8%	-5	3.4	1242	0.8%	1%	i	1074	-0.063	0.08	-2.2
CCOC(=O)c1c(C)n(O)c2ccc(Cl)cc2c1=O	0.22	3.4	-18%	-0.19	15	-0.09	-0.9%	5	3.0	1025	0.5%	2%	i	/	-0.039	-0.07	/
O=C(Cc1ccccc1)NCc1ccccn1	1.3	2.0	-3%	-1.2	6.1	2	0.4%	-3	4.1	1616	-0.3%	0%	i	974	-0.18	-0.21	-1.0
CN1C(=O)/C(=C\c2cc(N=Nc3ccccc3)ccc2O)SC1=S	0.47	2.6	15%	-0.37	28	-0.094	-3.7%	-19	9.1	1537	0.0%	18%	i	1353	-0.2	0.68	-0.1
CC(C)Nc1ncnc2c1nnn2Cc1ccccc1	0.31	1.1	3%	-0.11	6.2	0.38	-2.3%	-1	2.0	1004	-0.1%	7%	i	744	-0.22	-0.52	0.5
N#Cc1cncc(-c2ccc3c(c2)OCCOCCOCCOCCOCCO3)n1	-0.61	1.6	36%	0.54	6.8	-0.64	-3.6%	-2	3.6	1282	0.5%[50 µM]	5%	i	/	-0.33	0.02	/
O=C(O)CCCNc1n[nH]c(=O)[nH]c1=O	-0.61	2.1	-4%	0.76	9.8	-0.099	-1.2%	-4	1.9	1121	2.6%	7%	i	1032	-0.29	1.5	-2.4
O=C(N/N=C/c1cccc(F)c1)c1c(O)c2c([nH]c1=O)CCCC2	-0.64	4.3	17%	0.52	4.8	-0.35	0.2%	-6	1.0	1288	2.2%	8%	i	953	-0.31	0.01	-1.4
CCOC(=O)c1cc2sc(C)cc2n1CC(=O)N(CC)CC	-0.054	2.0	12%	-0.2	6.7	1	-1.1%	3	3.5	1460	0.1%	0%	i	1394	-0.17	0.98	-1.9
CN(C)c1ccc(NC(=O)COC(=O)Cn2nnc3ccccc32)cc1	0.071	2.9	0%	-0.091	7.6	0.37	-1.5%	27	4.4	1503	5.3%	1%	i	1099	-0.067	-0.65	-0.8
COc1ccc(Nc2nc(NCC3CCCO3)c3ccccc3n2)c(OC)c1 (stereo unspecified)	0.13	3.7	3%	-0.11	1.2	-0.47	-1.7%	17	3.6	944	-0.1%	3%	i	1505	-0.18	-2.7	-0.3
O=C(c1ccc(F)cc1)N1CCN2C(=O)c3ccccc3C12c1ccccc1 (stereo unspecified)	1.5	/	7%	-1.2	/	0.8	/	/	/	1170	-0.7%	4%	/	1356	-0.2	0.16	-0.3
COC(=O)CS(=O)(=O)c1ccc2c(c1)CC(=O)N2	0.16	3.1	-8%	-0.37	7.7	-0.051	1.1%	-17	4.9	1670	1.1%	3%	i	1063	-0.18	-0.01	-0.6
CCN(CC)S(=O)(=O)c1ccc(NC(=O)c2ccc(N(C)S(C)(=O)=O)cc2)cc1	0.051	1.6	10%	-0.88	3.5	-0.56	-1.0%	7	4.0	/	0.0%	-1%	i	524	-0.23	/	3.1
Cc1ccc(SCC(=O)Nc2ccc(-c3nc4ccccc4[nH]3)cc2)cc1	0.6	1.4	-4%	0.044	7.6	1	-4.0%	10	4.3	1325	2.0%[50 µM]	-2%	i	975	-0.15	0.46	-0.7
Cc1cccc(-c2nnc(SCc3nc4ccccc4[nH]3)n2Cc2ccco2)c1	1.1	1.7	12%	-0.64	10	1.8	-0.6%	24	1.7	1313	-0.5%	10%	i	1347	-0.18	-0.49	0.3
Cc1cccc(C)c1Nc1nc2ccccc2o1	0.61	2.5	8%	-0.43	14	0.62	/	0	1.6	2014	0.5%	-3%	i	1092	-0.05	-0.71	-2.7
Cc1ccccc1C(=O)Nc1ccc(N2CCOCC2)nc1	0.28	1.7	8%	0.88	6.9	-0.0035	-2.5%	9	1.9	/	0.1%	2%	i	/	-0.23	/	/
S=C(NCCc1ccc(Cl)cc1)NC1CC1	1.4	2.5	-5%	-1.9	6.6	0.99	-0.2%	0	1.5	1679	-1.9%	2%	i	995	-0.24	0.67	0.8
CN1c2cccc3cccc(c23)N(C)C1(C)C	-0.53	1.5	-39%	1.9	8.7	-0.9	-2.9%	-3	1.7	/	0.3%	18%	i	/	-0.19	/	/
CC(NC(=S)Nc1ccc([N+](=O)[O-])cc1)c1ccncc1 (stereo unspecified)	1.2	2.4	8%	-0.46	6.1	1.2	-1.4%	3	2.2	1545	-1.1%	5%	i	1047	-0.35	0.01	-0.5
S=C(NCc1ccco1)Nc1ccccc1	0.12	2.0	-7%	-0.1	11	0.52	-0.3%	5	3.3	1395	9.7%	-4%	i	1104	-0.21	0.52	-0.2
CC1CC(C)CN(CCCNC(=O)c2ccc3c(SCC(=O)O)c4c(nc3c2)CCC4)C1 (stereo unspecified)	0.68	/	4%	0.34	/	0.26	/	/	/	897	0.1%	0%	/	1255	-0.22	1.1	-0.7
COc1cc(C(c2sc3ncnn3c2O)N2CCN(c3ccccc3F)CC2)cc(OC)c1OC (stereo unspecified)	0.39	1.8	6%	-0.25	9.2	0.32	0.4%	9	5.7	899	-0.9%	7%	i	/	-0.19	-0.7	/
O=C(CCc1ccccc1)NC(=S)Nc1ccc(S(=O)(=O)N2CCOCC2)cc1	-0.64	6.4	-10%	1	3.9	-0.66	-1.6%	3	5.1	1481	0.7%[50 µM]	2%	i	560	-0.29	1	7.6
CCOC(=O)C1CCCN(C(=O)Nc2ccccc2)C1 (stereo unspecified)	-0.063	2.8	1%	0.054	4.0	-0.11	-2.0%	0	3.4	969	1.8%	-1%	i	/	-0.25	-0.18	/
COc1cc2nc(CN(C)CC(=O)Nc3ccc(N4CCOCC4)cc3)[nH]c(=O)c2cc1OC	/	/	/	/	/	/	-1.5%	/	/	882	-0.4%	/	/	1198	/	0.84	0.7
O=S(=O)(c1ccc(Cl)c(NC(=S)Nc2cccc(O)c2)c1)N1CCOCC1	-0.29	1.9	-10%	-0.16	4.5	0.085	-2.7%	0	4.3	1148	-1.3%[50 µM]	1%	i	556	-0.28	-0.4	-2.2
CCOC(=O)C1CCN(S(=O)(=O)c2ccc(OCC(=O)OC)cc2)CC1	1	1.8	0%	-2	5.3	1.3	-1.4%	4	4.7	1299	0.1%	0%	i	1147	-0.043	-0.3	0.0
O=C(CSc1nc(O)c(Cc2ccccc2)c(=O)[nH]1)Nc1nc2c(s1)CCCC2	0.023	2.7	3%	0.45	6.2	-1.1	-0.6%	-4	5.0	1473	-0.3%	4%	i	1579	0.15	0.93	0.1
O=c1c(-c2ccnn2-c2ccccc2F)cnc2n1CCS2	0.071	1.4	3%	-0.23	8.5	-0.15	3.5%	28	1.3	917	-1.7%	4%	i	1135	-0.26	-0.59	0.2
O=C(CCC(=O)N(CC(=O)NC1CCCCC1)Cc1ccco1)Nc1nccs1	-0.012	1.6	-5%	0.48	4.3	-0.25	1.4%	-7	2.3	1478	0.3%	-1%	i	988	-0.21	0.23	-2.7
COC(=O)c1c(-c2ccccc2)csc1N	0.098	1.1	15%	-0.074	3.2	0.018	0.0%	23	2.2	1659	0.8%	2%	i	1015	-0.2	0.33	-1.2

2 entries picked at random from the list so far, as already listed:
compound	Dynein cargo inh nuclear GR-EGFP	MT stabilize HCS Hoechst-high %	P. falciparum M17LAP	Dynein cargo inh cell count	MT stabilize HCS cytotoxicity %	Dynein cargo inh	CSM14.1 death rescue	Autophagy mod cell loss 18 h	MT stabilize HCS	Ins promoter up cell count	UTI89 phage lysis	M1AAP inhibition	Autophagy mod	bCat nuc transl cell count 5 µM	Dynein cargo inh cytoplasmic EGFP	Ins promoter up	bCat nuc transl
O=C(N/N=C/c1cccc(F)c1)c1c(O)c2c([nH]c1=O)CCCC2	-0.64	4.3	17%	0.52	4.8	-0.35	0.2%	-6	1.0	1288	2.2%	8%	i	953	-0.31	0.01	-1.4
Cc1cccc(-c2nnc(SCc3nc4ccccc4[nH]3)n2Cc2ccco2)c1	1.1	1.7	12%	-0.64	10	1.8	-0.6%	24	1.7	1313	-0.5%	10%	i	1347	-0.18	-0.49	0.3
